Bioassay records deposited in PubChem by several laboratories.
RTF Ca sens act: cardiac RTF calcium sensitization; 340,000 tested, 0.24% active; IANBD-labeled TnC RTF fluorescence at EC20 calcium; 0% EC20 calcium, 100% full calcium; activation, % at 7.2 µM; P19429+P45379;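 active = activation above the mean over all tested compounds plus 3 SD, cut at about 30% in these data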;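 also: rise in fluorescence read as greater calcium sensitivity of cardiac thin filaments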
dFosB activator: enhances mouse delta FosB homodimer DNA binding | AID 493131 | purified delta FosB, TAMRA-CDK5 oligo fluorescence polarization; percent of positive-control signal above neutral wells | activation, % at 25 µM | 340,000 tested, 0.99% active | P13346;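 active = mean activation above about 17%, with every replicate also reaching it, limit read from the data, passing the limit was not always enough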;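 also: fluorescence polarization rise as delta FosB binds a TAMRA Cdk5 AP-1 oligo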
Target sequence (P13346 whole entry, looked up): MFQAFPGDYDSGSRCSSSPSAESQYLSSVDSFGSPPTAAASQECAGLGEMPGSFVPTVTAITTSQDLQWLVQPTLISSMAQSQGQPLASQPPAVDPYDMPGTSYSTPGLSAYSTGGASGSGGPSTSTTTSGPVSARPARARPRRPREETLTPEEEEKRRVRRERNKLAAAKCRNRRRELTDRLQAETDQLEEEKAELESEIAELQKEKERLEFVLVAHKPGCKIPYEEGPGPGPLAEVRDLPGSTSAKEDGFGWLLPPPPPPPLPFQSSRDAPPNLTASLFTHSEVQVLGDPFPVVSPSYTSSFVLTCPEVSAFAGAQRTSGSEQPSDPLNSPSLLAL
Wnt act: activates Wnt/beta-catenin signaling in a reporter cell assay | activator, plate reader | activation, % at 9.35 µM | 300,000 tested, 1.2% active | AID 743398; in the data active = activation above about 30%, passing the limit was not always enough;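 also: 0% = neutral control wells and 100% = positive control wells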
CAL PDZ FP-1: CAL PDZ (human) peptide binding inhibition. Q9HD26. purified CAL PDZ, TMR-peptide fluorescence polarization, 1 h. inhibition, % at 24.9 µM. 300,000 tested, 0.92% active. AID 602252;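 active = mean inhibition of at least 30% with at least half of replicates also reaching 30%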;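 also: 0% = DMSO neutral control and 100% = excess unlabeled competitor peptide PRC23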
V-ATPase pHluor: yeast V-ATPase proton transport regulation by pHLuorin; S. cerevisiae, pHLuorin cytosolic pH fluorescence; AID 504577; 350,000 tested, 0.37% active; response, % at 10 µM; in the data active = response mostly above about 7.3%, no sharp cut-off; inactive = mostly below about 5.4%; also: actives read high; inactives centre near 0; some compounds called inactive have numbers as strong as hits; reference of the scale not given here
CAL PDZ FP-2: inhibitors of human CAL PDZ peptide binding. Q9HD26. purified CAL PDZ, TMR-peptide fluorescence polarization, 1 h. inhibition, % at 20 µM. 330,000 tested, 0.02% active. AID 504414;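 active = highest replicate inhibition of at least 40%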;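 also: plate controls were DMSO neutral control wells for no effect and unlabeled competitor peptide control wells for full effect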
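System: purified tagged CAL PDZ domain construct (CerCALP). Schedule: 1 h incubation at room temperature before polarization reading. Medium: 25 mM sodium phosphate pH 7.4, 150 mM NaCl, TCEP, IgG, Thesit. Read-out: percent inhibition from loss of millipolarization. Measured by: FP readout, S and P plane fluorescence. Probe or stimulus: fluorescent TMR peptide probe.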
CDK5 p35 inh: CDK5/p35 (human) kinase inhibition | inhibition, % at 10 µM | Q00535+Q15078 | 330,000 tested, 0.01% active | Recombinant CDK5/p35, ADP-Glo luminescence, 60 min;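 active = highest replicate inhibition of at least 50% and at least 75% of replicates reaching 50%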;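 also: plate controls were DMSO neutral control for no effect and GW8510 at 10 µM for full effect; many of its hits are not listed in these tables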
MITF act: activators of MITF-driven TRPM1 promoter activity in SK-MEL-5 cells. AID 588334. activation, % at 12.5 µM. SK-MEL-5 TRPM1-promoter luciferase, 24 h; % of positive control, neutral wells = 0. 300,000 tested, 0.75% active;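 active = mean activation of at least 80% with every replicate also reaching 80%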;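 also: 0% = neutral control wells and 100% = parthenolide positive control wells; values of inactives mirror those of a sister screen read the other way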
Tat transport: E. coli Tat transport inhibition; E. coli MC4100 TorA-mCherry Tat export, fluorescence; inhibition, % at 10 µM; 340,000 tested, 0.036% active; AID 488895;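 active = mean replicate inhibition at least 50% and at least half of replicates individually reaching 50%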;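 also: exported cargo escapes ClpAP degradation while cytoplasmic cargo is degraded and loses fluorescence; 0% = median of neutral control wells and 100% = median of NaSCN control wells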
Rtt109 HAT inh: C. albicans Rtt109 histone acetyltransferase inhibition. Q5AAJ8. purified Rtt109/Vps75, ThioGlo CoA-SH fluorescence, 4 h. inhibition, % at 34.9 µM. 330,000 tested, 0.16% active;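 active = inhibition of at least 50% in every replicate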
Target sequence (Q5AAJ8 whole entry, looked up): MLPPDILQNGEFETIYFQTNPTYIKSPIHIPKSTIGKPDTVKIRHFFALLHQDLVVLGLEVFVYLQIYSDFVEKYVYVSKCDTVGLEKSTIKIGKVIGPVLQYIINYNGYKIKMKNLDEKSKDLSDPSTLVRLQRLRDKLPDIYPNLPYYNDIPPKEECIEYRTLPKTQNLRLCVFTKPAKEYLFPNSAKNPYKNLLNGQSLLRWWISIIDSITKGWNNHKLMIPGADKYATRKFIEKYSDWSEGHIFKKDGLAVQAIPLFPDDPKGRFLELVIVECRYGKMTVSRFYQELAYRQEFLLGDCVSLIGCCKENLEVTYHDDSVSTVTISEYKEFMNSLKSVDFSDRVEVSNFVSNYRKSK
Numbers without * were called inactive; x = not tested or not shown.

SMILES	RTF Ca sens act	dFosB activator	Wnt act	CAL PDZ FP-1	V-ATPase pHluor	CAL PDZ FP-2	CDK5 p35 inh	MITF act	Tat transport	Rtt109 HAT inh
CCOC(CNC(=O)c1cc(C)nn1-c1ccccc1)OCC	0	4	x	x	2	-0.1	-0.5	5	-3	-8
COc1ccc(C(=O)c2ccccc2C(=O)c2ccccc2)cc1	-2	0	9	-3	-2	-2.7	-0.9	-3	3	-8
Cc1nn(-c2ccccc2)c(N)c1Sc1ccccc1[N+](=O)[O-]	-4	-6	-4	4	-1	-1.2	-0.3	-4	7	-12
FC(F)(F)c1ccccc1CNCc1ccc2c(c1)OCO2	12	0	1	-1	1	-0.8	-1.5	-3	-2	10
CCOc1ccccc1N(CC(=O)OC)S(=O)(=O)c1ccccc1	1	4	3	0	0	-2.0	0.9	-8	-3	-3
CN1CCc2c(sc(NC(=O)CS(=O)(=O)c3ccc(F)cc3)c2C(N)=O)C1	1	-7	3	-2	-3	-2.1	-0.5	-1	-2	-13
N#Cc1cc(-c2ccccc2)oc1NC(=O)c1ccccc1	-5	4	0	x	0	-0.8	-0.3	x	-18	2
O=C(CN1CCN(C2CCCCC2)CC1)Nc1ccccc1N1CCCCC1	4	-13	x	-1	-2	0.1	-13	3	3	1
Fc1ccc(NCc2n[nH]c(=S)n2Cc2ccccc2)cc1	1	-7	-2	-3	1	-0.4	0.1	7	-8	5
O=C(COc1ccc(Cl)cc1Cl)N1CCCCCC1	1	6	x	-1	-1	-0.4	1.4	x	4	0
CCC1(c2ccc(F)cc2)NC(=O)N(CC(=O)N(C)C2CCS(=O)(=O)C2)C1=O (stereo unspecified)	-2	1	-1	-2	1	-0.9	-0.1	-4	-7	4
CCCNC(=O)c1ccc2c(=O)c(O)c(-c3ccc(Cl)c([N+](=O)[O-])c3)[nH]c2c1	7	0	-4	0	-2	-1.1	-1.3	-39	2	4
COc1ccccc1NC(=O)CN(Cc1ccco1)C(=O)c1cccs1	2	2	x	-1	-3	-0.5	1.7	x	-8	-2
Nc1nnnn1/N=C/c1ccc(F)cc1	2	-11	2	-6	1	-0.5	-0.5	x	7	3
O=C(Nc1ccc(O)cc1)N1CCOCC1	10	-2	0	1	-1	-0.2	-0.2	x	-12	4
O=C(Cc1c(F)cccc1Cl)Nc1ccc(-n2cnnn2)cc1	5	10	-1	2	4	-0.4	2.7	-1	6	5
CCOCc1nnc(NC(=O)C2CC(=O)N(CCc3ccc(F)cc3)C2)s1 (stereo unspecified)	2	-3	2	-5	5	-3.0	-2.3	7	-12	-9
Cc1csc(=O)n1CCC(=O)OC(C)C(=O)Nc1ccc(N2CCOCC2)cc1 (stereo unspecified)	-3	7	-1	6	-2	0.1	-2.3	-2	2	-7
Clc1cccc(C2Nc3cccc4cccc(c34)N2)c1	0	-7	-3	1	-2	1.7	1.7	x	0	-6
O=C(C1CCC(=O)N(C2CC2)C1)N(CCO)Cc1ccccc1 (stereo unspecified)	-4	-1	1	2	3	-0.3	1.4	-6	9	-5
COCCN(C(=O)Cc1cccs1)C(C(=O)NC1CCCC1)c1cc(OC)c(OC)c(OC)c1 (stereo unspecified)	1	-9	0	-5	4	-0.4	-0.2	-5	-3	-3
O=C(Nc1ccccc1)SC1CCCCC1	-6	2	9	x	0	-0.4	0.7	79	8	-3
CC(=O)C1=C(O)C(=O)N(c2nnn(C)n2)C1c1cccs1 (stereo unspecified)	1	-1	2	-3	-1	0.6	-0.2	-2	3	-6
Cc1cc(Br)ccc1OCCCCNC(C)(C)C	7	-3	x	-7	-1	-3.2	-0.7	x	-4	8
O=c1[nH]c(SCc2cccc(Cl)c2)nc2[nH]ncc12	0	0	x	0	-8	-5.7	-1.1	12	2	x

(list continues)
SMILES	RTF Ca sens act	dFosB activator	Wnt act	CAL PDZ FP-1	V-ATPase pHluor	CAL PDZ FP-2	CDK5 p35 inh	MITF act	Tat transport	Rtt109 HAT inh
C/C(=N\NC(=O)CSc1nnc(C)s1)c1ccc(O)cc1	-2	1	-1	x	0	0.3	-0.2	5	-11	-2
Cc1cccc(C)c1OCc1cc(C(=O)N(C)Cc2nc3ccccc3[nH]2)no1	0	-8	2	0	-3	-0.6	0.0	-3	-10	8
CCOc1ccccc1NC(=O)CC1Nc2ccccc2NC1=O (stereo unspecified)	-4	-14	5	5	0	-2.3	-0.6	-26	1	30
COc1ccc(OC)c(S(=O)(=O)N2Cc3ccccc3CC2C(=O)Nc2nccs2)c1 (stereo unspecified)	-2	-3	x	x	1	-1.4	-0.9	40	-3	-18
Cn1c(=O)c2c(-c3ccccc3)n(-c3ccccc3O)cc2n(C)c1=O	1	3	-2	-3	-2	-3.0	0.9	-9	0	x
O=C(NC1CCCCC1)c1ccc(S(=O)(=O)N2CCCC2)cc1	6	0	x	-3	1	-2.8	-1.5	-15	-17	5
COc1ccc(CNC(=O)CN(C(=O)c2ccc(CN3CCOCC3)o2)C2CCCC2)cc1	-2	-13	x	-2	1	-2.0	0.9	1	-6	5
COc1cccc(CNC(=O)c2ccc(COc3ccccc3)cc2)c1	-1	1	-2	x	-1	-2.3	-0.1	7	0	9
COC(=O)c1cc2sc(Cl)cc2n1Cc1nc(-c2ccccc2)oc1C	-6	-6	0	x	-3	0.3	-0.4	-1	-10	-5
NC(=O)C1CCN(C(=O)c2ccc3c(=O)n(Cc4ccco4)c(SCc4ccc([N+](=O)[O-])cc4)nc3c2)CC1	-4	-10	-1	14	-4	-3.8	0.5	0	-8	36
Cc1cc(NC(=O)c2cccnc2Cl)ccc1NC(=O)c1cc2ccccc2o1	-5	-1	-1	-1	-1	-0.9	2.4	0	7	-6
O=C(CCCSc1nc2ccccc2[nH]1)NCc1ccccc1	-1	-3	-2	-3	-2	-3.5	0.2	-4	-3	-6
Oc1ccccc1N1CCN(c2ncccn2)CC1	-1	-11	6	-2	4	-0.9	0.0	25	-2	-1
CC(C)=CCC/C(C)=C/C(=O)O	1	-2	-1	-4	5	0.4	-0.4	2	5	5
CC(C)CCn1cnc2c(cnn2-c2ccc(F)cc2)c1=O	4	3	x	2	2	-0.6	-0.7	23	9	-7
O=C(NCc1ccccc1)C1=C[C@H](c2ccccc2)C[C@H](OCc2ccc(CO)cc2)O1	-9	1	0	-6	8	-1.2	-2.7	-3	-1	0
CCOC(=O)c1ccc(N2CN=C3SCC(=O)N3C2)cc1	2	-3	-3	-1	-1	-2.8	-2.4	8	-5	-24
Cc1cc(OCc2nc(-c3cccnc3)no2)c(C)cc1Br	5	9	x	4	2	-0.7	0.1	22	2	-8
N#CC(=C1Nc2ccccc2N1)S(=O)(=O)c1ccccc1	-7	4	0	3	2	0.3	-1.6	-4	5	-4
N#Cc1ccc(OCC(=O)NCCc2ccccn2)cc1	-2	-13	x	-1	1	-1.5	0.9	-7	-3	22
Cc1ccc(N=Cc2c(O)n(-c3cc(Cl)ccc3N3CCOCC3)c(=O)c3ccccc23)cc1C	-4	-12	x	-1	-1	-0.5	-1.1	10	2	-26
COc1cc(OC)c(C(=O)NNC(=O)c2ccc(NS(=O)(=O)c3cccs3)cc2)cc1OC	0	-3	0	-3	1	-1.2	0.7	-3	-1	-1

By substructure, the compounds so far containing a Cl atom (8)
SMILES	RTF Ca sens act	dFosB activator	Wnt act	CAL PDZ FP-1	V-ATPase pHluor	CAL PDZ FP-2	CDK5 p35 inh	MITF act	Tat transport	Rtt109 HAT inh
O=C(COc1ccc(Cl)cc1Cl)N1CCCCCC1	1	6	x	-1	-1	-0.4	1.4	x	4	0
CCCNC(=O)c1ccc2c(=O)c(O)c(-c3ccc(Cl)c([N+](=O)[O-])c3)[nH]c2c1	7	0	-4	0	-2	-1.1	-1.3	-39	2	4
O=C(Cc1c(F)cccc1Cl)Nc1ccc(-n2cnnn2)cc1	5	10	-1	2	4	-0.4	2.7	-1	6	5
Clc1cccc(C2Nc3cccc4cccc(c34)N2)c1	0	-7	-3	1	-2	1.7	1.7	x	0	-6
O=c1[nH]c(SCc2cccc(Cl)c2)nc2[nH]ncc12	0	0	x	0	-8	-5.7	-1.1	12	2	x
COC(=O)c1cc2sc(Cl)cc2n1Cc1nc(-c2ccccc2)oc1C	-6	-6	0	x	-3	0.3	-0.4	-1	-10	-5
Cc1cc(NC(=O)c2cccnc2Cl)ccc1NC(=O)c1cc2ccccc2o1	-5	-1	-1	-1	-1	-0.9	2.4	0	7	-6
Cc1ccc(N=Cc2c(O)n(-c3cc(Cl)ccc3N3CCOCC3)c(=O)c3ccccc23)cc1C	-4	-12	x	-1	-1	-0.5	-1.1	10	2	-26
